FBW7 activator = activators of human E3 ligase FBW7; Q969H0; AlphaScreen FBW7–phospho-cyclin E peptide binding, activator screen; normalized activity (activation), % at 26.1 µM; hit rate 0.13% among 650,000; AID 1259310; in the data active = normalized activity above about 1.9%;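 also: purified mutant Fbw7 with reduced substrate affinity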
TEAD-YAP inh = TEAD-YAP interaction inhibition; HEK-TIYL cells, TEAD-Gal4/YAP UAS-luciferase luminescence; inhibition, % at 9.12 µM; hit rate 1.4% among 640,000; in the data active = inhibition above about 32%;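 also: 0% = median of test compound wells and 100% = reference inhibitor wells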
MITF inh = inhibitors of human MITF. O75030. AlphaScreen MITF homodimerization, bead proximity signal. inhibition, % at 2.6 µM. hit rate 0.91% among 650,000. AID 1259374; in the data active = inhibition above about 50%;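 also: 0% = vehicle wells with protein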
Target sequence (O75030 whole entry, looked up): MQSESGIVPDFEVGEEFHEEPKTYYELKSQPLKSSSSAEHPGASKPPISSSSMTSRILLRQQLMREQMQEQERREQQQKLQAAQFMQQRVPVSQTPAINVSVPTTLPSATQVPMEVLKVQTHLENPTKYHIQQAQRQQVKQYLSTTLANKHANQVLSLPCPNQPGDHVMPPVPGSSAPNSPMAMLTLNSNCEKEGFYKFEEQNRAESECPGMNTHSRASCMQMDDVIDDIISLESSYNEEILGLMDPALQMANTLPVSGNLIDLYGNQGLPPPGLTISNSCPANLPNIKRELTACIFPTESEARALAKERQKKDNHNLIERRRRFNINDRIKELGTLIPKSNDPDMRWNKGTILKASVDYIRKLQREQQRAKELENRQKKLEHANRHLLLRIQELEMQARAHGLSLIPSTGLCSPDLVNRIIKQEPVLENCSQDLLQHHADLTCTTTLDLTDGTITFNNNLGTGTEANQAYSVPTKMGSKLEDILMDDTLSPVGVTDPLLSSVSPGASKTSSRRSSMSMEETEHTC
GPR151 ag = activates the human receptor GPR151. Q8TDV0. PathHunter beta-arrestin GPR151 cells, luminescence. activation, % at 11.2 µM. hit rate 1% among 650,000. AID 1508602; in the data active = activation above about 4.9%;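 also: 0% = median of compound wells and 100% = cells with positive control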
Target sequence (Q8TDV0 whole entry, looked up): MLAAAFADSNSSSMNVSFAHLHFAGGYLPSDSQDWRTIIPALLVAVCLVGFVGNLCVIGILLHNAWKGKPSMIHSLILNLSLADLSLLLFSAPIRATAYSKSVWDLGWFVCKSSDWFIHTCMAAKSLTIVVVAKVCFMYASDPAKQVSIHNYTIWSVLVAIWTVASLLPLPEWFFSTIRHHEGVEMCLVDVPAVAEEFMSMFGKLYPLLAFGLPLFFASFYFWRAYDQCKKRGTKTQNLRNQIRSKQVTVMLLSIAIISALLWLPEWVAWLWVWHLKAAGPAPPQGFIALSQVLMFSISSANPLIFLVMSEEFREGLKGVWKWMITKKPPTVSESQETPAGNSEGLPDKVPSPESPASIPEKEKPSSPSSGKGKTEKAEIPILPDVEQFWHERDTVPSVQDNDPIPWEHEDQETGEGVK
The depositor's hits bear a star; & = joins results of further samples.

smiles | FBW7 activator | TEAD-YAP inh | MITF inh | GPR151 ag
COC(=O)c1ccccc1NC(=O)c1ccc(Br)cc1 | -0.1 | 10 | 2 | -0.1
COc1ccc(OC)c(NC(=S)NC(=O)c2ccccc2)c1 | -0.1 | -16 | 19 | 0.2
CCCCCC[n+]1cccc(C(=O)N(CC)CC)c1 | -0.1 | -2 | -1 | 1.7
Cc1cc(N2CCc3ccccc32)nc(-n2cc([N+](=O)[O-])cn2)n1 | -0.1 | 6 | -5 | -1.0
O=C(CSc1nnc(-c2ccc(Cl)cc2Cl)o1)NCc1ccccc1 | 0.0 | -19 | 2 | -0.6
Cc1ccc(NCc2cccnc2)c(Br)c1 | -0.5 | 1 | 1 | 0.3
O=C(CSc1nc2ccccc2c(=O)n1CCCC(=O)N1CCCC1)Nc1cccc(C(F)(F)F)c1 | 0.2 | -3 | 20 | 1.5
CCOc1ccc(N2CC(C)Cn3c2nc2c3c(=O)n(CC(C)C)c(=O)n2C)cc1 (stereo not given) | 0.9 | 6 | 20 | -0.5
O=C(COC(=O)c1cccc(N2C(=O)c3ccccc3C2=O)c1)c1ccccc1 | 0.1 | -28 | 5 | 2.2
Cc1cc(CN(C)Cc2ccc(OCC(O)CN(C)Cc3ccccc3)cc2)n[nH]1 (stereo not given) | -0.1 | 5 | -11 | 5.5*
COc1cc(S(=O)(=O)N2CCCc3ccccc32)ccc1Br | 0.0 | 0 | -3 | 3.0
O=C(Cn1c(CO)nc2ccccc21)NCCc1ccc(F)cc1 | 0.0 | 0 | -15 | -0.5
CCCNc1nc2ccccc2n2c(C)nnc12 | -0.1 | 8 | 10 | 3.3
Cc1cc(=O)[nH]c(Nc2nc(C)c3cccc(C)c3n2)n1 | 0.0 | 4 | -2 | -0.6
CCOc1ccc(-n2nc(C(=O)N3CCCCC3C)c3ccccc3c2=O)cc1 (stereo not given) | -0.1 | 2 | 1 | -0.9
O=c1c2ccccc2cnn1-c1nc2ccccc2[nH]1 | -0.1 | 94* | 9 | -11
CCOc1cc(C2C(C(=O)OCCSCC)=C(C)NC3=C2C(=O)CCC3)ccc1O (stereo not given) | -0.1 | -6 | 1 | 0.8
Cc1cc(NC(=O)C2CCCN2C(=O)Nc2c(C)cccc2C)ccc1-n1cnnn1 (stereo not given) | -0.1 | -3 | 2 | 0.8
COCCNc1nc2c(c(=O)n(C)c(=O)n2C)n1Cc1cccc2ccccc12 | 0.1 | 2 | 6 | 1.9
O=S(=O)(Cc1ccccc1)NCC1CCCN(Cc2cccc3nonc23)C1 (stereo not given) | 0.1 | 1 | 8 | -0.4
Cc1ccc(NC(=O)C(=O)/C=C(\O)c2ccccc2)cc1Cl | 0.6 | -46 | 25 | -1.1
Cc1ccc(CNC(=O)c2cc3c(s2)CSC3)cc1 | 0.0 | -14 | 12 | -1.2
O=C1C(=O)N(C2CCCC2)C(=O)N1Cc1c(-c2ccccc2)nc2ccccn12 | -0.1 | -1 | -4 | -1.3
CC1(C)CCC(=O)c2nnn(-c3nonc3N)c21 | 0.0 | 13 | -1 | -1.0
CCOc1cc(/C=C2\N=C(c3ccc(Cl)c([N+](=O)[O-])c3)OC2=O)ccc1OC(C)=O | 0.0 | -11 | -7 | 2.7
CCOC(=O)N1CCN(C(=O)CSc2cn(Cc3ccc(F)cc3)c3ccccc23)CC1 | 0.0 | 11 | 0 | 1.3
Cc1c(C(=O)N(CCO)Cc2ccccc2)sc2ncnc(NCC3CCCO3)c12 (stereo not given) | -0.2 | 4 | 6 | -0.9
OCCC1CN(Cc2cccc(O)c2)CCN1CCc1ccccc1 (stereo not given) | 0.3 | 3 | 15 | 1.2
COc1cc(C(=O)Oc2ccc3c(c2)C(C)=CC(C)(C)N3C(=O)c2cc(OC)c(OC)c(OC)c2)cc(OC)c1OC | 0.2 | -28 | -3 | 1.1
O=C(O)c1cccc(Oc2c(Cl)cccc2[N+](=O)[O-])c1 | 0.3 | 9 | 7 | -1.1
Cc1csc(NC(=O)CSc2nc3c(C)ccc(C)c3cc2C#N)n1 | 0.0 | -27 | 10 | -0.9
CCOC(=O)C1=C(c2ccccc2)N=c2s/c(=C\c3ccc(O)cc3)c(=O)n2C1c1ccc2c(c1)OCO2 (stereo not given) | 0.0 | 0 | -1 | -1.7
C/C=C/c1ccc(Oc2nnnn2-c2ccc(C(N)=O)cc2)c(OC)c1 | 0.3 | 17 | 22 | 0.1
CCc1ccc(-c2csc(N)n2)cc1 | -0.1 | -41 | 18 | 0.3
CCCc1ccc(Oc2coc3c(C)c(OCC)ccc3c2=O)cc1 | 0.0 | 7 | 6 | -0.5
CC1CCCN(C(=O)C2CCN(Cc3ccc(Cl)cc3)CC2)C1 (stereo not given) | 0.0 | 1 | 17 | -1.0
COc1ccc(C(=O)/C=C/c2ccc(-c3ccc(Cl)c(Cl)c3)o2)cc1 | 0.1 | 2 | -9 | -0.4
CCOC(=O)Cc1nc(OCC(=O)c2ccc(F)cc2)cs1 | 0.7 | -2 | 10 | 0.5
Cc1cc(C)n(C(=O)/C=C/c2ccc([N+](=O)[O-])cc2)n1 | -0.1 | 1 | -14 | 4.8
COc1c(O)c2c(=O)cc(OC)c3c4c(OC)cc(=O)c5c(O)c(OC)c6c(c(c1C[C@@](C)(O)[C@H]6C(C)=O)c23)c54 | 0.1 | 2 | 15 | -1.4
CCOC(=O)c1sc2nc(C)nc(OCc3ccccc3Cl)c2c1C | 0.0 | 5 | 1 | -0.5
Cc1nc2sc(C(c3cccs3)N3CC(C)CC(C)C3)c(O)n2n1 (stereo not given) | -0.1 | 5 | 1 | 0.1
CCCNc1ccc2ncc(-c3cccc(OC)c3)n2n1 | -0.3 | 59* | -9 | 0.4
N#CCCN(Cc1cccnc1)C(=S)NCCN1CCOCC1 | 0.2 | 2 | 4 | -0.6
O=C1CC(c2ccccc2C(F)(F)F)C2=C(CC(c3cccs3)CC2=O)N1 (stereo not given) | -0.1 | -1 | -5 | 1.2
CCCS(=O)(=O)N1CCN(C(=O)c2ccco2)CC1 | 0.1 | 2 | 13 | -1.5
O=C1NC(c2cccc(F)c2)/C(=C(\O)c2ccc(Br)cc2)C1=O (stereo not given) | 0.0 | -9 | 2 | -0.9
CCN(CC)S(=O)(=O)c1ccc2oc(N3CCOCC3)nc2c1 | 0.0 | 0 | 8 | -0.4
CCOC(=O)c1ccc(-n2c(C)cc(/C=C3/NC(=O)N(c4ccccc4)C3=O)c2C)cc1 | -0.1 | 2 | -13 | 1.9
CC1CCC(NC(=O)c2ccc(CS(=O)(=O)Cc3ccccc3F)o2)CC1 (stereo not given) | -0.1 | -2 | -11 | -1.0
Clc1nc(NCc2ccccc2)c2ncn(-c3ccccc3)c2n1 | 0.0 | -19 | 5 | 5.0*
COc1cc(OC)cc(-c2nc(-c3ccc(C)nc3OC)no2)c1 | 0.0 | 2 | 0 | 0.5
COc1cccc(NC2=CC(=O)CC(c3ccccc3)C2)c1 (stereo not given) | 0.5 | -23 | 5 | 0.6
O=C(CCN1C(=O)c2ccncc2C1=O)NCc1ccc(Cl)cc1 | 0.1 | -3 | -10 | 0.8
CC1=CC(=O)C(C(=O)/C=C/c2ccc(Cl)c([N+](=O)[O-])c2)C(=O)O1 (stereo not given) | 0.4 | -3 | -5 | -0.2
CCCCOc1ccc(C(=O)Nn2c(-c3ccc(F)cc3)nc3ccccc3c2=O)cc1 | 0.1 | 2 | 3 | 0.0
Cc1ccc(C(=O)NC2CCCC2)cc1[N+](=O)[O-] | 0.1 | -2 | -9 | -0.6
COc1ccc(C2CC(C(F)(F)F)n3ncc(C(=O)Nc4cc(Cl)ccc4O)c3N2)cc1OC (stereo not given) | 0.2 | -10 | 4 | -0.6
Cc1sc(NC(=O)c2ccc(Cl)cc2)c(C#N)c1C | 1.7 | -6 | 16 | -1.2
CC(CN(C)C)CN1c2ccccc2CCc2ccccc21 (stereo not given) | 0.0&-0.1&-0.1 | -3&8 | 15&14&8 | -0.7&1.0&0.0

6 compounds drawn at random from those above:
smiles | FBW7 activator | TEAD-YAP inh | MITF inh | GPR151 ag
Cc1csc(NC(=O)CSc2nc3c(C)ccc(C)c3cc2C#N)n1 | 0.0 | -27 | 10 | -0.9
CCCc1ccc(Oc2coc3c(C)c(OCC)ccc3c2=O)cc1 | 0.0 | 7 | 6 | -0.5
CC(CN(C)C)CN1c2ccccc2CCc2ccccc21 (stereo not given) | 0.0&-0.1&-0.1 | -3&8 | 15&14&8 | -0.7&1.0&0.0
N#CCCN(Cc1cccnc1)C(=S)NCCN1CCOCC1 | 0.2 | 2 | 4 | -0.6
O=C1NC(c2cccc(F)c2)/C(=C(\O)c2ccc(Br)cc2)C1=O (stereo not given) | 0.0 | -9 | 2 | -0.9
C/C=C/c1ccc(Oc2nnnn2-c2ccc(C(N)=O)cc2)c(OC)c1 | 0.3 | 17 | 22 | 0.1

(continued)
smiles | FBW7 activator | TEAD-YAP inh | MITF inh | GPR151 ag
O=C1c2ccccc2-c2onc3c(N4CCOCC4)cc(NCc4ccco4)c1c23 | -1.2 | -79 | 22 | 0.9
CS(=O)(=O)Nc1ccc(C23CC4CC(CC(C4)C2)C3)cc1 | 0.3 | 6 | 10 | 0.8
COc1ccc(CC(=O)N2CCN(c3cccc(C)c3C)CC2)cc1 | 0.2 | 16 | 18 | 0.5
N#Cc1cc2cc3c(cc2nc1SCc1cccnc1)OCCO3 | 0.2 | -14 | 3 | 1.1
COc1ccc(Cl)cc1NC=C1C(=O)OC2(CCCCC2)OC1=O | -0.1 | 10 | 6 | -0.2
CCC(C(=O)N(CC#N)CC#N)c1ccccc1 (stereo not given) | 0.6 | 1 | 16 | -1.4
COCc1cc(=O)n2[nH]cc(-c3cccc4ccccc34)c2n1 | -0.1 | 4 | 9 | -0.5
Cn1ccnc1SCC(=O)Nc1nc(-c2ccccc2)cs1 | 0.0 | -36 | -8 | 0.2
COc1ccc(Cl)cc1-c1nc(-c2ccc(NC(=O)c3ccco3)cc2)no1 | -0.1 | 7 | 7 | 0.0
O=C(c1ccccc1)N1CCC(N2CCCCCC2)CC1 | 0.0 | 10 | 20 | -0.6
CCc1ccc(-n2nnnc2SCC(=O)Nc2ccc(NC(C)=O)cc2)cc1 | 0.0 | 5 | 12 | 1.2
Cc1ccc(C(=O)NCc2cccnc2)cc1[N+](=O)[O-] | 0.1 | -3 | 12 | -1.0
COCCN1C(=O)CC(CC(=O)N(C)Cc2ccc(F)cc2)(c2ccccc2OC)C1=O (stereo not given) | 0.1 | 6 | 10 | -0.7
CN1CCc2c(C#N)c(N3CCOCC3)nc(N3CCCC3)c2C1 | 0.1 | 1 | 16 | -0.1
Cc1nc(C)c(C(=O)N2CCCC(c3[nH]ncc3Cc3ccccc3)C2)s1 (stereo not given) | 0.1 | 2 | 13 | -0.1
COc1ccc2oc(=O)c(C(=O)NCCCN3CCOCC3)cc2c1 | 0.1 | 5 | 0 | 0.1
COc1ccccc1N1CCN(C2CCCN(C(=O)c3ccoc3)C2)CC1 (stereo not given) | 0.0 | 2 | 10 | 1.4
CCCC/C=C/c1cnn2c(NCCc3cccnc3)ccnc12 | 0.9 | -5 | 14 | -1.7
COc1ccc(-c2nc3c(c(SC)n2)COC(C)(C)C3)cc1 | 0.1 | 6 | 15 | -0.4
O=C1CCCN1CCCNC(=S)Nc1ccc(F)cc1 | 0.2 | -6 | 7 | -1.6
O=Cc1cn(CC(=O)Nc2ccc3c(c2)OCCO3)c2ccccc12 | 0.1 | 29 | 14 | -0.5
CCCCOc1ccc(C(=O)N/C(=C\c2cccc(OC)c2)C(=O)N2CC3CC(C2)c2cccc(=O)n2C3)cc1 (stereo not given) | 0.2 | 1 | 13 | -0.9
O=C(NCCc1ccccc1)C1CC(=O)N(CCc2ccccc2)C(=Nc2ccc(F)cc2)S1 (stereo not given) | -0.2 | -18 | -4 | -1.0
Cc1cccc(NC(=O)c2ccccc2N)c1C | 0.2 | -19 | 18 | -1.1
CC(C)(C)c1[nH]nc2c1C(c1cccs1)C(C#N)=C(N)O2 (stereo not given) | 0.3 | -7 | -6 | 0.5
CN=C(Nc1ccc(F)cc1)SC1CC(=O)N(c2ccccc2F)C1=O (stereo not given) | 0.1 | 5 | 10 | -0.8
COC(=O)[C@H]1CN(C(=O)c2cccc(C#N)c2)C[C@@H]1c1ccc(F)cc1 | 0.1 | -2 | 11 | 1.4
CC(C)n1cnc2c(NCc3nc4ccccc4[nH]3)nc(Nc3cccc(N(C)C)c3)nc21 | 0.2 | 43* | 14 | 1.9
Cc1cccc(NC(=S)NC(=O)c2ccco2)c1 | -0.1 | -40 | -1 | -0.1
COCCNc1nc(SCC#N)nc2ccccc12 | 0.0 | -1 | 6 | -0.1
Cc1ccc(Nc2nnc(SCc3nnc(-c4ccccc4)o3)s2)cc1 | -0.1 | 2 | 4 | -1.1
Cc1c(NS(=O)(=O)c2ccc3c(c2)NC(=O)CC(=O)N3)cccc1[N+](=O)[O-] | -0.2 | 4 | -2 | 1.9
COc1ccc(OC)c(-c2cc(C(=O)Nc3sc4c(c3C#N)CCC4)no2)c1 | -0.1 | -8 | 6 | -0.5
O=C(COc1ccc(F)cc1)NC12CC3CC(CC(C3)C1)C2 | 0.3 | 0 | 12 | 0.0
Cc1cc(I)ccc1NC(=O)Cn1ccc([N+](=O)[O-])n1 | -0.1 | -2 | 9 | 0.6
O=c1c2cc([N+](=O)[O-])ccc2ncn1-c1ccccc1 | 0.1 | 11 | 9 | -0.2
O=C(CSc1nnc(-c2ccccc2Cl)o1)OCc1ccccc1 | 0.2 | 11 | 7 | -0.7
CN(CC(CC(=O)O)c1ccccc1)S(=O)(=O)c1ccccc1 (stereo not given) | -0.1 | -5 | -2 | -2.0
O=C1CN(C(=O)CCC(=O)N2C3CCC2CC(c2ccc(F)cc2)C3)c2ccccc2N1 (stereo not given) | -0.1 | 18 | -6 | -0.9
COC(=O)c1ccccc1N(C)C(=O)c1cc2ccccc2oc1=O | -0.1 | 2 | -1 | -0.3
CN(Cc1ccccc1)CC(O)COc1ccc(CNCCn2cccn2)cc1 (stereo not given) | -0.2 | 5 | -9 | -0.4

Screening data (PubChem BioAssay)
